Screening data: PubChem BioAssay, several laboratories
RGS4 inh: inhibitors of human RGS4; P49798; HEK293 M3R/RGS4 inducible, Fluo-4 calcium flux; stronger effect = higher value; triggered by carbachol at its EC20; B-score at 10 µM; 310,000 tested, 0.45% active;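 active = B-score, a plate-corrected calcium signal, over three deviations above library mean, with baseline fluorescence within five deviations of library mean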;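 note: RGS4 expression induced by doxycycline in cells with stable M3 receptor; B-score is computed from the integrated fluorescence ratio over baseline after carbachol; higher B-score means a larger calcium signal and so more RGS4 inhibition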
Target sequence (P49798 whole entry, looked up): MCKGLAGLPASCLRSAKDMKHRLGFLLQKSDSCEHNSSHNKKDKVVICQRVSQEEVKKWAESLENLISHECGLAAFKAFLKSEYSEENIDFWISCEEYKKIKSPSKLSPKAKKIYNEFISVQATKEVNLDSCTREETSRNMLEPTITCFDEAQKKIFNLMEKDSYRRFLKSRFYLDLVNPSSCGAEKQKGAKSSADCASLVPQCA
KCNQ1 act: human KCNQ1 channel potentiation or activation. P51787. CHO-K1 KCNQ1, thallium flux FluxOR fluorescence; stronger effect = higher value. B-score at 10 µM. 310,000 tested, 0.35% active. AID 2648;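 active = fluorescence ratio B-score, a plate-corrected score, at least three library SD, with initial intensity B-score within 5 SD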
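System: Stable KCNQ1 CHO-K1 line | Incubation: 90 min dye loading and 20 min compound exposure, both at room temperature | Measure: Ratio B score | Medium: Assay buffer for compound exposure, DMSO matched across wells | Compound dosing: Single-concentration screen | Probe or stimulus: K+/Tl+ depolarizing stimulus | Measured by: Kinetic FluxOR fluorescence, 10 s baseline plus 110 s post-stimulus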
RGS4 act: potentiators or activators of RGS4. HEK293 M3R/inducible RGS4, carbachol calcium flux Fluo4; stronger effect = lower value. B-score at 10 µM. 310,000 tested, 0.92% active. AID 463111;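 active = B-score of the integrated calcium signal more than 4 SD below the library mean, with starting fluorescence not abnormally high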;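 note: negative B-score means reduced calcium response which marks RGS4 activation or potentiation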
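System: HEK293 FlpIn-TREx cells, stable M3R, doxycycline-inducible RGS4. Timing: overnight RGS4 induction, 30 min dye load 37 °C, 20 min compound RT. Also added: carbachol, ECmax concentration. Measured by: Fluo4 fluorescence kinetic imaging of calcium. Evaluation: integrated calcium ratio converted to B score.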
KCNK3 block: human KCNK3 channel inhibition, primary screen. AID 602410. 340,000 tested, 0.84% active. CHO-KCNK3 thallium flux, FluxOR fluorescence; stronger effect = lower value. B-score at 10 µM;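 active = B-score under library mean minus 4 SD, starting fluorescence ratio at most library mean plus 5 SD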;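 note: more negative B-score means stronger inhibition of thallium flux through KCNK3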
Target sequence (O14649 whole entry, looked up): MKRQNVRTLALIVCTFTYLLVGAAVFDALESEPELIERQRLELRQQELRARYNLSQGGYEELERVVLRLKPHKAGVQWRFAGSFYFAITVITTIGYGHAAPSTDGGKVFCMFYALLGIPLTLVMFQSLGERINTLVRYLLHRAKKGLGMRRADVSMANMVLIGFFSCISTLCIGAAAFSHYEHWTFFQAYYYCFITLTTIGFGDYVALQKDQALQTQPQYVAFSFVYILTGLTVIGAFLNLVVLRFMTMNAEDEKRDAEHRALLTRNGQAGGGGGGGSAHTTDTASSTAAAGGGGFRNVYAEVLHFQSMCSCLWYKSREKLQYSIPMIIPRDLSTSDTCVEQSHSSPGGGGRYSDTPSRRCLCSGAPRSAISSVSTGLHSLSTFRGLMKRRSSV
KCNQ1 block: blocks the human KCNQ1 potassium channel. P51787. CHO-K1 KCNQ1, FluxOR thallium flux fluorescence; stronger effect = higher value. B-score at 10 µM. 310,000 tested, 1.3% active;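 active = compounds whose thallium flux B-score, printed positive for inhibition, exceeds three library SD while starting fluorescence stays within three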;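 note: channel opened by potassium depolarization with thallium stimulus after 20 min compound exposure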
GSK3A inh: human GSK-3 alpha kinase inhibition; P49840; ADP-Glo luminescence, 60 min; inhibition, % at 10 µM; 320,000 tested, 0.1% active;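 in the data active = inhibition above about 50%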;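 note: GST-tagged GSK-3 alpha with peptide substrate and 25 µM ATP; 0% = DMSO neutral wells and 100% = GW8510 positive control wells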
GSK3B inh: inhibitors of human GSK3beta kinase. activity score (negative = inhibition), % at 10 µM. 300,000 tested, 0.038% active. AID 2097. GST-GSK3beta kinase, ADP-Glo luminescence, 60 min; stronger effect = lower value;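 active = more than half of replicate wells score below -50%, meaning over 50% inhibition versus plate controls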;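 note: 0% = median DMSO wells and -100% = median GW8510 positive control wells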
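test system = GST-tagged human GSK3beta kinase, cell-free | reagent = 25 µM ATP with peptide substrate | dosing = one dose of 10 µM per compound | schedule = 60 min reaction, RT | detection = luminescent ADP-Glo measurement of ADP formed | control set = DMSO neutral wells and GW8510 at 20 µM as positive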
KCNK9 inh: human KCNK9 channel inhibition; Q9NPC2; HEK293 KCNK9, FluxOR thallium flux fluorescence; stronger effect = lower value; B-score at 10 µM; 310,000 tested, 1.2% active; AID 488922;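 active = ratio B-score over 3 SD below the library mean, with starting fluorescence within 5 SD of its mean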;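 note: negative B-score means less thallium flux so channel inhibition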
Target sequence (Q9NPC2 whole entry, looked up): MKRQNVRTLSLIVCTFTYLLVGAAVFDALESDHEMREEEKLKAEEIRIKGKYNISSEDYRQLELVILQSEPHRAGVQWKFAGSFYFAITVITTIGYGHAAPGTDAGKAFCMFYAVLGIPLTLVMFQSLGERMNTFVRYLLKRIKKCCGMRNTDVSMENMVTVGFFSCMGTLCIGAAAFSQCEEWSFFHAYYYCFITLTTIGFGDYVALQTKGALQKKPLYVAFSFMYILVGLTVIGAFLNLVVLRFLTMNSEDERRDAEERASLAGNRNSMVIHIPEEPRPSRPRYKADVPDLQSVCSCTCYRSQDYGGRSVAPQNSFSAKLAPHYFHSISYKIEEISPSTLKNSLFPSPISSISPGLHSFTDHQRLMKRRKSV
hERG protect: hERG (human) protection from proarrhythmic block | Q12809 | CHO-hERG, FluxOR thallium flux, dofetilide IC70 present | activation (rescue from dofetilide block), less the hit threshold, % at 10 µM | 310,000 tested, 0.51% active;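 active = activation above the mean of controls blocked by dofetilide plus 5 SD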;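 note: thallium influx through hERG after potassium depolarization seen as dye fluorescence rise; in these data hits start at about 4.7%; inactives centre near -7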
PolyA inh: inhibitors of polyadenylation in S. cerevisiae; S. cerevisiae SKY197-pL101 polyadenylation reporter, beta-gal luminescence; efflux-impaired pdr1/pdr3 knockout yeast; score 100 = 6 SD above DMSO; calls only at 12 µM; 300,000 tested, 0.02% active; AID 1875;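 active = lowest replicate activity score at least 50, where 100 means six control SD above control mean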;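 note: yeast exposed to compound for 9 h at 30 °C; higher score means more reporter readthrough which indicates perturbed polyadenylation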
DYRK1A inh: blocks rat Dyrk1A kinase activity; 310,000 tested, 0.43% active; inhibition, % at 12.5 µM; AID 504441; ADP-Glo luminescence, NFATc1 peptide; Q63470; in the data active = inhibition above about 50%;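 note: plate controls were vehicle with enzyme for no effect and no enzyme for full effect; many of its hits are not listed in these tables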
An asterisk follows results filed as active; i = inactive; / = no result given. Not all compounds are listed; the hit share may differ from the screen's.

Results follow in this order: KCNQ1 block, GSK3B inh, KCNK3 block, GSK3A inh, PolyA inh, hERG protect, RGS4 inh, RGS4 act, KCNK9 inh, KCNQ1 act, DYRK1A inh
- Cc1cc(Cl)ccc1OCCCC(=O)OCC(=O)c1c(N)n(C)c(=O)n(C)c1=O
  i, 1, i, 0, i, -4, i, i, i, i, -1
- Cc1ccc(C)c(NC(=O)COc2coc(CN3CCc4ccccc43)cc2=O)c1
  i, 3, i, /, i, -4, i, i, i, i, 19
- CCOc1ccc(-c2nc(-c3cccnc3)no2)cc1
  i, 0, i, -1, i, -3, i, i, i, i, 0
- Cc1ccc2nc(N(CCN3CCOCC3)C(=O)CCS(=O)(=O)c3ccccc3)sc2c1
  i, 3, i, -3, i, -10, i, i, i, i, 2
- Cc1cccc(N(C(=O)CCC(=O)Nc2ccccn2)C(C(=O)NC(C)C)c2ccc(F)cc2)c1 (configuration not stated)
  i, -1, i, -1, i, -10, i, i, i, i, -1
- Cc1ccc([C@@H]2[C@@H]3C(=O)N(C)C(=O)[C@@H]3[C@]3(Cc4ccccc4)C(=O)N(Cc4ccccn4)CC(=O)N23)o1
  i, 1, i, 3, i, -8, i, i, i, i, 49
- CC1CCCC(C)N1CC(O)COCC1COc2ccccc2O1 (configuration not stated)
  i, 0, i, 0, i, -4, i, i, i, i, 3
- CC1CN=C(N(C(=O)Nc2ccccc2)c2ccc(S(=O)(=O)N3CCOCC3)cc2)S1 (configuration not stated)
  i, -2, i, 0, i, -6, i, i, i, i, 4
- O=C(COC(=O)c1cn(-c2ccccc2)nc1-c1cccnc1)NC1CC1
  i, 0, i, -1, i, -21, i, i, i, i, -1
- O=c1oc2ccccc2n1CCc1ccccc1
  i, -1, i, 0, i, -5, i, i, i, i, -5
- CN(C(=O)CN1C(=O)/C(=C/c2ccc(Cl)cc2)SC1=S)C1CCS(=O)(=O)C1 (configuration not stated)
  i, -5, i, -2, i, -17, i, i, i, i, 1
- Cc1ccc(Nc2ncnc3sc(C)c(C)c23)cc1
  i, 3, i, -4, i, -2, i, i, i, i, 1
- CCOC(=O)N1CCN(CCC(=O)c2ccc(Cl)cc2)CC1
  i, -3, i, -4, i, -26, i, i, i, i, 6
- Cc1ccc(S(=O)(=O)N2CCOCC2)c(C)c1-n1cnnn1
  i, 5, i, 0, i, -4, i, i, i, i, -3
- Cc1[nH]c2ccc(C(=O)OC(C)C(=O)NCc3ccccc3)cc2c1C (configuration not stated)
  i, -1, i, 0, i, -13, i, i, i, i, 4
- O=C(Nc1ccc(Cl)c(Cl)c1)C1C2C=CC3(O2)C1C(=O)N(CCN1CCCCC1)C3C(=O)NC1CCCCC1 (configuration not stated)
  i, -1, i, 0, i, -12, i, i, i, i, 8
- Nc1nc(CSC(=S)N2CCOCC2)nc(Nc2ccc(F)cc2)n1
  i, 2, i, -2, i, -13, i, i, i, i, -5
- CCNc1nc(Nc2ccc(C)c(Cl)c2)c2cnn(C)c2n1
  i, -1, i, -4, i, -8, i, i, i, i, 2
- O=C(CCC(=O)NNC(=O)COc1ccc(Br)cc1Br)NCc1ccccc1
  i, 2, i, -2, i, -7, i, i, i, i, -2
- Cc1ccc(C(=O)Nc2cccnc2)cc1S(=O)(=O)N1CCCCC1
  i, 4, i, -1, i, -15, i, i, i, i, -2
- CCOC(=O)C[C@H]1c2ccccc2S(=O)(=O)N1c1cccc(OC)c1
  i, 2, i, -1, i, -7, i, i, i, i, 3
- NS(=O)(=O)c1ccc(CNC(=O)/C=C/c2ccc(Cl)c(Cl)c2)cc1
  i, -7, i, -2, i, -6, i, i, i, i, 2
- CCOC(=O)c1ccc2c(c1)NC(=O)C(N1CCN(c3ccc(OC)cc3)CC1)S2 (configuration not stated)
  i, 2, i, 1, i, -5, i, i, i, i, -2
- COc1ccc(NC(C)C(=O)N2CCN(Cc3ccccc3)CC2)cc1 (configuration not stated)
  i, 6, i, -1, i, -8, i, i, i, i, 0
- CNS(=O)(=O)c1cc(-c2nnc(Nc3ccc(CC(N)=O)cc3)c3ccccc23)ccc1C
  i, -1, i, -4, i, -2, i, i, i, i, -3
- OCCNc1nc(N2CCN(Cc3ccccc3)CC2)nc2ccccc12
  i, 0, i, 1, i, -16, i, i, i, i, 2
- COc1cccc(C(=O)Nc2cc(OC)ccc2NC(=O)c2ccco2)c1
  i, 2, i, -2, i, -11, i, i, i, i, -1
- CC(C)Oc1cccc(C(=O)C2CCCN(Cc3cnc(N4CCCC4)s3)C2)c1 (configuration not stated)
  i, 0, i, 0, i, -4, i, i, i, i, -3
- CCc1ccc(N2CC34C=CC(O3)C(C(=O)OC(C)C)C4C2=O)cc1 (configuration not stated)
  i, -1, i, -2, i, -6, i, i, i, i, -4
- O=C(COC(=O)CNS(=O)(=O)c1ccc(F)c(F)c1F)NC1CC1
  i, 1, i, -2, i, -17, i, i, i, i, 7
- CC(=O)N1CN(S(=O)(=O)c2ccc(C)cc2)CC1C (configuration not stated)
  i, -1, i, -3, i, -1, i, i, i, i, 1
- S=c1[nH]nc(-c2cccc(Cl)c2)n1/N=C/c1ccc(-c2ccccc2Br)o1
  i, -23, i, 1, i, -7, i, i, i, i, -6
- O=C(CSc1nc2ccccc2c(=O)n1CCCO)N1CCc2ccccc21
  i, 1, i, -1, i, -5, i, i, i, i, 0
- Cc1ccccc1-n1ccnc1SCC(=O)NC1CCCC1
  i, 2, i, 0, i, -6, i, i, i, i, 0
- COc1ccc(-c2csc3ncnc(N4CCN(S(=O)(=O)c5cccc(F)c5)CC4)c23)cc1
  6*, 2, i, 2, i, -15, i, -7.3*, i, i, 5
- CN(C)C(=O)CN1C(=O)NC(c2ccccc2)(c2ccccc2)C1=O
  i, 3, i, -3, i, -6, i, i, i, i, -8
- Cc1ccc(S(=O)(=O)Nc2cc3c4c(c2)CCC(=O)N4CCC3)cc1
  i, -2, i, 0, i, -14, i, i, i, i, -2
- CCOC(=O)c1nn(-c2ccc(OC)cc2)c(=O)c2c(N)scc12
  i, -1, i, -2, i, -9, i, i, i, i, -1
- CC(C)c1ccc(OCC(=O)Nc2ccc(S(=O)(=O)Nc3ccccn3)cc2)cc1
  i, 0, i, -3, i, -5, i, i, i, i, -3
- Nc1ccc2nc(SCc3ccccc3F)sc2c1
  i, 1, i, -1, i, -11, i, i, i, i, 5
- COc1ccc(Cl)cc1C(=O)NCCCSc1ccccc1
  i, -1, -9.2*, -1, i, -7, i, i, i, i, 4
- O=C(c1ccco1)N1CCN(C(=O)C2CCN(S(=O)(=O)c3cccs3)CC2)CC1
  i, -1, i, 1, i, -6, i, i, i, i, -6
- CSC1=NCCN1C(=O)C12CC3CC(CC(C3)C1)C2
  i, -1, i, -2, i, -4, i, i, i, i, /
- CC(C)(C)c1nc(-c2ccccc2)nc2c1OCCC2
  i, -4, i, 1, i, -4, i, i, i, i, -10
- Cc1nc(COc2ccc(C(=O)Nc3ccccc3N3CCOCC3)cc2)cs1
  i, 4, i, 1, i, -10, i, i, i, i, 5
- Cc1ccc(S(=O)(=O)N2CCN(S(C)(=O)=O)C2C)cc1 (configuration not stated)
  i, 6, i, -1, i, -8, i, i, i, i, -4
- CCOC(=O)COc1ccc(Br)cc1/C=C1\SC(N)=NC1=O
  i, 1, i, 2, i, -3, i, i, i, i, /
- CN(C)C(=O)C[n+]1cccc(/C=N/O)c1
  i, 4, i, 0, i, -8, i, i, i, i, -2
- CC1=C([N+](=O)[O-])C(c2ccccc2C(F)(F)F)NC(=O)N1C (configuration not stated)
  i, -3, i, 0, i, -3, i, i, i, i, -1
- Cc1ccc(SCC(=O)OCC(=O)NCC2CCCCC2)cc1C
  i, 0, i, -3, i, -9, i, i, i, i, 2
- C=C(C)Cn1c(-c2cccs2)n[nH]c1=S
  i, 1, i, 5, i, 2, i, i, i, i, 0
- O=C(O)CSc1c2c(nc3cc(C(=O)Nc4cccc(C(F)(F)F)c4)ccc13)CCC2
  i, 4, i, -2, i, -13, i, i, i, i, 9
- O=C(NN1CCOCC1)c1ccccc1F
  i, -2, i, 1, i, -2, i, i, i, i, 1
- CCOC(=O)c1ccc(NC(=O)CSc2nc(C)cc(=O)[nH]2)cc1
  i, 0, i, -2, i, -5, i, i, i, i, 4
- COc1ccc(-c2csc(NC(=O)CSc3nnc(Nc4ccccc4C)s3)n2)cc1
  i, 1, i, -1, i, -7, i, i, i, i, -2
- N/C(=N\OC(=O)c1cccc2ccccc12)c1ccccn1
  i, 0, i, 1, i, -6, i, i, i, i, 6
- COc1ccccc1NC(=O)N1c2ccccc2NC(=O)CC1C (configuration not stated)
  i, 3, i, 0, i, -5, i, i, i, i, -3
- Cc1ccc(S(=O)(=O)N(C)Cc2nc(-c3ccncc3)no2)cc1
  i, 2, i, 8, i, -12, i, i, i, i, 4
- CCNC(=S)N1CCN(CC(=O)Nc2ccc(Br)cc2)CC1
  i, 1, i, -1, i, -6, i, i, i, i, -1
- Cc1cccc(CSc2ncc(CO)n2C)c1
  i, -1, i, 0, i, -5, i, i, i, i, 1
- CCCCNC(=O)CSc1nc2n[nH]c(C)c2c(=N)n1-c1cccc(Cl)c1C
  i, -2, i, 0, i, -10, i, i, i, i, 4
